Screens as filed in PubChem.
PAFAH2 inh: PAFAH2 (human) inhibition | recombinant PAFAH2, FP-rhodamine activity probe, fluorescence polarization | inhibition, % at 3.39 µM | 340,000 compounds, 0.99% hits;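 active = inhibition above the mean over all tested compounds plus 3 SD, cut at about 30% in these data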;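 note: inhibitors block probe labeling of enzyme so polarization drops; 0% = enzyme with DMSO and 100% = wells lacking PAFAH2 protein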
LYPLA1 counter: LYPLA1 (human) inhibition in PME1 counter-screen; O75608; recombinant LYPLA1, FP-Rh probe fluorescence polarization; inhibition, % at 5.9 µM; 320,000 compounds, 0.16% hits; AID 2174;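 active = inhibition above the mean of all tested compounds plus 3 SD, set per campaign, cut at about 14% in these data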;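 note: inhibitors block serine hydrolase probe labeling of LYPLA1 so polarization falls; 0% = enzyme with DMSO and 100% = wells lacking LYPLA1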
GSTO1 counter: GSTO1 inhibition, counter-screen for RBBP9 inhibitors. recombinant GSTO1, activity-based probe fluorescence polarization. AID 1974. P78417. 300,000 compounds, 1.1% hits. inhibition, % at 5.96 µM;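 active = inhibition above the campaign mean inhibition plus 3 SD, cut at about 35% in these data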;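 note: 0% = GSTO1-1 with DMSO and 100% = wells lacking GSTO1-1 enzyme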
Target sequence (P78417 whole entry, looked up): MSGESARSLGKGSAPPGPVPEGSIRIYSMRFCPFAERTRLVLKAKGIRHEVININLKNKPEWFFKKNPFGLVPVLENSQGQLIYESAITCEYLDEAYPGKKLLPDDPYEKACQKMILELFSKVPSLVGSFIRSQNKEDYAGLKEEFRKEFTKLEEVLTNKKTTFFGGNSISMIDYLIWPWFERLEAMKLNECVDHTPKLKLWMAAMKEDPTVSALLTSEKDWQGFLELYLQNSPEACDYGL
PAD4 inh: PAD4 (human) enzyme inhibition; recombinant PAD4, RCA probe fluorescence polarization; inhibition, % at 6.36 µM; 330,000 compounds, 0.41% hits;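 active = percent inhibition above a cutoff equal to the mean of all tested compounds plus 3 SD, cut at about 15% in these data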;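 note: 0% = PAD4 with RCA probe and DMSO and 100% = probe without PAD4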
pPAFAH inh: pPAFAH (human) enzyme inhibition | inhibition, % at 3.39 µM | 330,000 compounds, 1.5% hits | AID 463082 | recombinant pPAFAH, FP-rhodamine probe fluorescence polarization;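 active = inhibition above the mean inhibition across the screen plus 3 SD, cut at about 25% in these data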;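 note: inhibitors block binding of the rhodamine activity-based probe so polarization drops; 0% = enzyme with DMSO and 100% = wells lacking pPAFAH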
Target sequence (Q13093 whole entry, looked up): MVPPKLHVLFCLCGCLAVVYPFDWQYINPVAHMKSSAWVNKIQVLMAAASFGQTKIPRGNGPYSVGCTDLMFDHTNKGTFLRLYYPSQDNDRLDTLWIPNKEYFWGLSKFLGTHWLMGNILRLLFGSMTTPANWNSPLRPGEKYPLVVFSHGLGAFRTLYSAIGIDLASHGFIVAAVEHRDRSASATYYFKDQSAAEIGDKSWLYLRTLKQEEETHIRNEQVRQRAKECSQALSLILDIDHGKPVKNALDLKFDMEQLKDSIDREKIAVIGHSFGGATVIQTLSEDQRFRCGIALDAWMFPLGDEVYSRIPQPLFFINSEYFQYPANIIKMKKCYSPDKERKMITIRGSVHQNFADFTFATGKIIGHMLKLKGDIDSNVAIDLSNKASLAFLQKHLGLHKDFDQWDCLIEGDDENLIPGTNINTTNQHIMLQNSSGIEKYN
PAFAH1B2 FP inh: inhibitors of human PAFAH1B2 | inhibition, % at 3.39 µM | AID 492953 | 340,000 compounds, 1.2% hits | P68402 | recombinant PAFAH1B2, FP-rhodamine activity probe, fluorescence polarization;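 active = inhibition above the mean of all tested compounds plus 3 SD, cut at about 24% in these data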;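 note: 0% = enzyme with DMSO and 100% = wells lacking PAFAH1B2; many of its hits are not listed in these tables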
LYPLA2 counter: LYPLA2 (human) inhibition in PME1 counter-screen | O95372 | recombinant LYPLA2, FP-Rh probe fluorescence polarization | inhibition, % at 5.9 µM | 320,000 compounds, 0.38% hits;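 active = inhibition above the screen-wide mean plus 3 SD, limit set per campaign, cut at about 26% in these data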;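 note: 0% = LYPLA2 with DMSO and 100% = wells lacking LYPLA2 enzyme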
PAFAH1B3 FP inh: inhibitors of human PAFAH1B3 | Q15102 | recombinant PAFAH1B3, FP-rhodamine probe, fluorescence polarization | inhibition, % at 3.39 µM | 340,000 compounds, 0.28% hits | AID 492972;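 active = inhibition above the screen-wide average of all tested compounds plus 3 SD, cut at about 25% in these data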;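 note: 0% = enzyme with DMSO only and 100% = wells lacking PAFAH1B3 protein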
Target sequence (Q15102 whole entry, looked up): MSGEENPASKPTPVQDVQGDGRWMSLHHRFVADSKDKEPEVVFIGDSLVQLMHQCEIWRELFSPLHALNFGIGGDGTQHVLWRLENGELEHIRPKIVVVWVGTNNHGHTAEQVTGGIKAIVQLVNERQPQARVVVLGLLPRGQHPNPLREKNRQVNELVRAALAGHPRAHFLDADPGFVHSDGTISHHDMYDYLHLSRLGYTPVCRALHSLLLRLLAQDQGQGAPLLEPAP
PME-1 inh: PME-1 (human) inhibition | inhibition, % at 5.9 µM | recombinant PME-1, FP-Rh probe fluorescence polarization | Q9Y570 | 320,000 compounds, 0.53% hits;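 active = inhibition above the campaign mean of all compounds plus 3 SD, cut at about 26% in these data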;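 note: competitive labeling of PME-1 active site by serine hydrolase directed probe; 0% = PME-1 with DMSO and 100% = wells lacking PME-1 enzyme; inhibitors block probe labeling so polarization falls and inhibition rises; many of its hits are not listed in these tables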
An asterisk follows results filed as active; . = not tested or not shown. Some of the compounds tested, so the mix of outcomes need not match the whole.

SMILES	PAFAH2 inh	LYPLA1 counter	GSTO1 counter	PAD4 inh	pPAFAH inh	PAFAH1B2 FP inh	LYPLA2 counter	PAFAH1B3 FP inh	PME-1 inh
c1ccn2cc(-c3ccc4c(c3)OCO4)cc2c1	2	2	10	-6	17	8	1	12	10
CCN(c1ccccc1)S(=O)(=O)c1ccc(C(=O)N(C)Cc2cccs2)cc1	7	.	.	4	4	7	.	10	.
C/C(=C\c1ccccc1)CN1CCN(c2ccccc2)CC1	-1	5	-13	-9	-7	4	5	4	2
CCN1CCN(C(c2cccs2)C(C)NC(=O)c2c(F)cccc2F)CC1 (stereo not given)	0	2	-4	-4	2	10	4	0	1
COc1cc(CNc2ccccc2SC)cc(OC)c1OC	5	1	6	-1	7	-5	-2	-7	-5
C=CCNc1nc(-c2ccc(OC)cc2OC)cs1	7	3	8	-1	-1	7	8	6	2
CCOC(=O)c1cc2c(=O)n3ccccc3nc2n(CCOC)c1=NC(=O)C(C)(C)C	-3	3	2	-3	6	-1	-3	2	0
Clc1ccc(-c2nc3ccccn3c2CN2CCSCC2)cc1	4	-1	5	-2	2	5	-1	6	-3
COc1ccc(CCNC(=O)CN(c2cc([N+](=O)[O-])ccc2OC)S(C)(=O)=O)cc1	0	1	3	2	-2	8	3	4	2
Cc1nc(CN2CCN(C(=O)c3ccc(C(C)(C)C)cc3)CC2)cs1	-7	0	4	-4	2	-1	6	-2	-4
COc1cc(NC(=O)c2ccc(Cl)cc2Cl)ccc1-c1cc2ccccc2oc1=O	-1	-2	-1	2	3	-5	1	1	-11
CCc1cccc(C)c1NC(=O)CO/N=C(\N)CC(=O)NC1CCCCC1	-1	-1	0	-4	0	-4	1	11	2
CN1C(=O)C(CC(N)=O)N(NC(=O)c2ccc(Cl)cc2)C1=S (stereo not given)	4	1	6	3	4	1	3	5	-5
COc1cc(/C=C/C(=O)OCC(=O)Nc2cc(S(=O)(=O)N3CCCCC3)ccc2C)ccc1O	75*	-3	2	0	12	-2	-3	-5	21
CC(Oc1cc2oc(=O)c3c(c2cc1Cl)CCC3)C(=O)N1C[C@H]2C[C@@H](C1)c1cccc(=O)n1C2 (stereo not given in full)	5	4	-7	0	1	2	9	5	3
COC(=O)c1ccc(Cn2nnc3ccccc32)cc1	1	-1	8	0	4	5	2	6	0
CC(=O)Nc1ccc(C(=O)OCC(=O)Nc2ccc(N3CCOCC3)cc2)cc1	16	-1	3	-2	6	6	5	2	-7
Fc1ccccc1Cc1noc(CN(Cc2ccccn2)CC2CCCO2)n1 (stereo not given)	1	1	10	2	7	5	3	3	-3
COc1ccc(NC(=O)C2CCCO2)c(OC)c1 (stereo not given)	9	-1	0	0	2	1	-7	-1	-6
O=C(COc1ccc(NC(=O)c2cccs2)cc1)c1ccc(F)cc1	-5	-4	-1	-5	-3	2	-7	-8	4
Cc1ccc(-c2noc(Cn3nc(C(=O)O)c4ccccc4c3=O)n2)cc1	6	-3	9	-1	2	-3	-10	-4	1
N#Cc1c(-c2ccc(Cl)cc2)ccnc1N1CCOCC1	12	0	2	-3	7	2	0	11	4
COC(=O)c1ccc(S(=O)(=O)NCc2ccc(S(N)(=O)=O)cc2)o1	3	1	2	1	-1	6	1	1	3
COCc1cc(C)nc(SCC[N+](C)(C)CC(=O)Nc2cccc(C(F)(F)F)c2)c1C#N	2	1	0	1	1	0	4	1	1
O=C(OCn1ncc(Br)c(Br)c1=O)c1c(F)cccc1F	.	0	8	22*	7	.	0	.	-3
CCOC(=O)C1(CCOC)CCN(C(=O)Cc2ccsc2)CC1	6	-3	6	5	7	-1	-5	8	2
Cc1ccc2c(c1)N(C(=O)CCC(=O)NCc1ccccn1)CC(C)O2 (stereo not given)	-1	-1	-1	-1	0	4	-1	2	-4
COc1ccc(N2CCN(C(=O)CN(c3ccc(Br)cc3)S(C)(=O)=O)CC2)cc1	-4	2	4	-3	-1	5	1	1	1
COc1cc(CNc2ccc3[nH]c(=O)[nH]c3c2)ccc1OCc1ccccc1F	6	2	-2	0	14	-2	5	16	4
Cc1nc(Nc2ccccc2)sc1C	-1	-4	1	-9	5	7	4	3	-1
CCOc1cc(CN2CCN(S(=O)(=O)Cc3ccccc3)CC2)ccc1OC	0	2	10	1	3	3	4	2	3
Oc1ccccc1Nc1nc(NCc2ccco2)c2ccccc2n1	5	-7	-5	0	8	1	-4	12	10
CCNC(=O)Cn1c(=O)c(=O)n(Cc2ccccc2)c2ccc(Cl)cc21	1	-3	-8	0	3	4	-4	2	6
COCCn1c(SCC(=O)Nc2ccc3c(c2)OCCO3)nnc1-c1c[nH]c2ccccc12	-4	-1	0	0	-6	6	-5	0	9
CC(=O)N1CC(C)Sc2ccc(S(=O)(=O)NC3CCCCC3)cc21 (stereo not given)	-5	-2	3	2	7	0	11	7	6
O=C(CSC1=NCCS1)N1CCN(c2ccccc2)CC1	2	1	-6	-1	2	0	-2	2	2
COc1ccc(-c2nnc(NC(=O)CS(=O)(=O)c3ccc(Cl)cc3)o2)c(OC)c1	8	2	4	4	8	7	3	15	-2
CCN(CC)CCN1C(=O)C(=O)/C(=C(/O)c2ccc(S(=O)(=O)N3CCOCC3)cc2)C1c1ccc(C(C)C)cc1 (stereo not given)	-3	1	5	1	15	2	-4	-1	0
CCOC(=O)CN(C)Cc1cn(C)nc1-c1ccc(Oc2ccccc2)cc1	1	1	-1	-6	9	11	2	13	-2
O=C(NC1CCN(Cc2ccccc2)CC1)c1cncc(Br)c1	6	-1	-2	5	4	3	-3	2	-4
O=C(OCC(=O)N(Cc1ccccc1)Cc1ccccc1)c1cccc(O)c1	-9	-7	.	3	3	4	1	7	1
Cc1cc(SCC(=O)NCCN2C(=O)CSC2=O)nc2ccccc12	-2	1	-6	0	10	4	-4	-4	-6
c1ccc(-c2ccccc2OCCN2CCOCC2)cc1	0	0	5	1	1	5	-2	0	3
COC(=O)c1c(SCC(=O)NC2CCCCC2)[nH]c2ccccc2c1=O	-44	-37	-153	-16	1	-37	-68	-88	-73
CCOc1cc(C(=O)OC(C)C(=O)Nc2ncc(Cl)cc2Cl)ccc1OCC(=O)N1CCOCC1 (stereo not given)	11	-2	-3	1	-1	2	-4	5	4
C/C(=N/NC(=O)Cc1cccc2ccccc12)c1cccs1	6	-1	-12	0	3	7	6	5	4
OCCC1CCCCN1CC(O)COCc1ccc(Cl)cc1 (stereo not given)	1	-2	2	-3	4	0	-2	5	2
O=C(NCCc1ccc(C(F)(F)F)cc1)C1CC(=O)N(Cc2ccccc2)C1 (stereo not given)	-8	-2	.	1	3	4	3	15	-3
CCCOc1ccc(NC(=O)C(=O)NCCCn2ccnc2)cc1	4	2	5	0	-3	-1	3	3	-1
Cc1ccc(NC(=O)Cn2c(O)c(N=NC(N)=O)c3ccccc32)cc1	-7	-2	-8	1	2	-3	0	3	-1
Next compounds follow:
SMILES	PAFAH2 inh	LYPLA1 counter	GSTO1 counter	PAD4 inh	pPAFAH inh	PAFAH1B2 FP inh	LYPLA2 counter	PAFAH1B3 FP inh	PME-1 inh
CCOC(=O)c1cnc2nc(SC)nn2c1N	0	2	-1	-1	2	-1	-1	2	0
COC(=O)c1ccc(Cn2cc(C(F)(F)F)ccc2=O)cc1	7	2	11	-3	1	9	5	2	1
CC(=O)Nc1coc2ccc(Br)cc12	-3	-3	0	-3	8	1	0	5	4
CCO[C@H]1OC(C(=O)O)=C[C@@H](c2ccccc2)[C@@H]1CCCO	8	-2	3	-1	1	6	5	12	-4
CCCCOc1ccc(N2C(N)=NC(N)=NC23CCCCC3)cc1	4	2	4	2	0	2	-2	1	0
CCOC(=O)c1c(NC(=O)CSc2nc3ccccc3c(=O)n2-c2ccccc2)sc(C(C)=O)c1C	6	-1	2	-3	1	1	-5	-1	-6
O=C(c1ccc(Cl)cc1)N1CCCC(c2ccccc2)=N1	-4	-1	12	-4	-4	7	-1	10	-3
CCOc1ccc(S(=O)(=O)N2CCNC(=O)C2)cc1	0	-3	.	2	4	2	3	7	0
Cc1cc(C)n(-c2nc3ccccc3c(=O)n2OCc2ccc(Cl)cc2)n1	0	-3	1	1	3	7	0	2	1
CCCC1=Nc2cc(C(=O)NCCN3CCOCC3)ccc2Sc2ccccc21	2	-3	5	8	10	10	-4	4	-5
COC(=O)[C@@]12CCCCN1[C@H](c1ccc(-c3ccccc3)cc1)[C@@H]1C(=O)N(C)C(=O)[C@@H]12	-1	-2	10	5	2	-2	2	1	-5
O=C(CCSCc1cccc(F)c1)NCCc1ccccc1	3	4	-1	3	5	8	-4	1	8
CN(C)c1ccc(CNCCC2CCOC(C)(C)C2)cc1 (stereo not given)	.	1	1	1	1	.	1	.	-4
O=C(N/C(=C\c1ccc(Cl)cc1)C(=O)N1CCOCC1)c1ccc([N+](=O)[O-])cc1	5	3	2	3	-6	10	2	2	-1
Cn1c(CCNS(=O)(=O)c2ccccc2)nc2cc([N+](=O)[O-])ccc21	3	-2	-1	1	2	4	-2	10	-1
CCCC(C)C(=O)Nc1nnc(CCc2ccccc2)s1 (stereo not given)	3	3	4	-4	2	4	7	13	-4
O=C(COC(=O)C12CC3CC(CC(Br)(C3)C1)C2)N1CCOCC1	1	-2	1	-2	5	6	1	7	-6
COc1ccc(C(=O)NCC(=O)OCC(=O)c2ccc3c(c2)OCCO3)cc1	2	-5	3	1	8	6	4	8	-3
Cc1c(-n2c(-c3ccccc3Cl)n[nH]c2=S)c(=O)n(-c2ccccc2)n1C	-5	2	2	-1	2	-2	-5	7	-2
COc1ccc(C(=O)OCC(=O)Nc2ccc(F)cc2F)cc1OC	76*	2	4	3	10	4	1	5	-5
COc1ccc(OC)c(Nc2ncnc3ccccc23)c1	4	3	1	-1	6	0	1	1	-3
O=C(NC1CCCCC1)c1ccc(CS(=O)Cc2ccc(Cl)cc2)o1 (stereo not given)	-5	1	1	-2	4	4	3	-4	3
O=C(Nc1cccc2ccccc12)c1ccc([N+](=O)[O-])s1	12	0	32	3	-1	-3	13	2	6
COC(=O)N1CC=CC1(C)C(=O)NCc1cc(F)cc(C(F)(F)F)c1 (stereo not given)	8	0	0	-2	7	6	1	10	1
COc1ccc(CCNC(=O)Cn2cnc3ccccc3c2=O)cc1OC	8	-1	5	-6	-8	3	0	6	-12
O=C(COC(=O)CCC(=O)c1ccc(F)cc1)Nc1ccc(N2CCOCC2)cc1	-7	-3	0	-4	19	2	0	6	-6
CC(=O)c1cccc(N(C(=O)CS(=O)CC(=O)Nc2ccc(F)cc2)C(C(=O)NC2CCCCC2)c2ccc(C)o2)c1 (stereo not given)	2	0	-3	-8	3	6	-2	2	-5
O=C(CSC1=NCCN1)C1COc2ccccc2O1 (stereo not given)	0	-2	1	-2	7	1	1	10	-2
CC(C)C(=O)N1CCN(c2ccccc2N)CC1	-4	-1	1	0	1	8	-2	7	4
CCCCOC(=O)c1ccc(NC(=O)C(=O)NCC2CCCO2)cc1 (stereo not given)	-4	-3	-2	1	9	-2	2	3	3
